# AddAB inh – less growth of phage-infected E. coli with AddAB; E. coli expressing H. pylori AddAB, absorbance growth; inhibition, % at 11.9 µM; 330,000 tested, 0.29% active; in the data active = inhibition above about 12%;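 note: 0% = vehicle wells of infected cells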
# Mot1-301 SUMO – inhibitors of SUMOylation pathway: yeast Mot1-301 growth rescue; AID 2716; S. cerevisiae Mot1-301 growth rescue, ATP luminescence, 38.5C; percent above DMSO median, 100 means doubled; growth rescue, % at 18.8 µM; 320,000 tested, 1% active;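 active = every valid replicate shows activation above 250% relative to neutral control wells; inactive = the rest, any valid replicate at or below 250%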;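 note: OY570 slx delta 5 strain wells were the positive control but not used for scaling; some compounds called inactive have numbers as strong as hits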
# phage Ecoli inh – E. coli growth loss with phage present; growth absorbance; AID 651602; inhibition, % at 11.9 µM; 360,000 tested, 0.26% active; in the data active = inhibition above about 11%
# PKA-R1A act – activators of PKA-R1A complex; P00514+P68181; PKA-R1A dissociation, Cy5-IP20 fluorescence polarization; scaled: DMSO 0%, 113 µM cGMP 100%; activation, % at 11.4 µM; 340,000 tested, 0.083% active; AID 504707;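 active = percent activation above the mean of all tested compounds plus 3 SD, cut at about 19% in these data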;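 note: higher means more PKAc released from R1A so a rise in polarization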
# DSG3 Ab inh – inhibitors of pemphigus antibody binding to human desmoglein-3; P32926; DSG3-coupled beads, scFv-anti-DSG3-GFP binding, flow cytometry; hits give low values; binding (percent of control), % at 10 µM; 310,000 tested, 0.48% active;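 active = binding more than 3 SD below its plate's average and above zero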;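 note: hits lower antibody fragment binding to DSG3; some compounds called inactive have numbers as strong as hits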
# MOR-DOR ag – OPRM1-OPRD1 heterodimerization agonism. P35372+P41143. cells, luminescence. activation, % at 9.3 µM. 340,000 tested, 0.3% active; in the data active = activation above about 18%;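 note: 0% = vehicle-treated cells and 100% = reference agonist; values of inactives mirror those of a sister screen read the other way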
# Target sequence (P35372 whole entry, looked up): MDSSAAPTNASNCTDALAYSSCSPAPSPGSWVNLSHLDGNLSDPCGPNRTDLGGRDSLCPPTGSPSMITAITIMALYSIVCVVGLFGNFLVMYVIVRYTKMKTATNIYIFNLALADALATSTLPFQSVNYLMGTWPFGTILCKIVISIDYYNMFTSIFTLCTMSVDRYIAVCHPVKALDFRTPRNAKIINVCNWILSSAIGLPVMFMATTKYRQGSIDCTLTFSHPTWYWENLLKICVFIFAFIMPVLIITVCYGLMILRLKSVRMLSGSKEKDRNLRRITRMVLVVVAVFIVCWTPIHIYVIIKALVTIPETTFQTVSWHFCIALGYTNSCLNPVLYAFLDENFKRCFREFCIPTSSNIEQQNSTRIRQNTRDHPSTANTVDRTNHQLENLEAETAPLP
# Target sequence (P41143 whole entry, looked up): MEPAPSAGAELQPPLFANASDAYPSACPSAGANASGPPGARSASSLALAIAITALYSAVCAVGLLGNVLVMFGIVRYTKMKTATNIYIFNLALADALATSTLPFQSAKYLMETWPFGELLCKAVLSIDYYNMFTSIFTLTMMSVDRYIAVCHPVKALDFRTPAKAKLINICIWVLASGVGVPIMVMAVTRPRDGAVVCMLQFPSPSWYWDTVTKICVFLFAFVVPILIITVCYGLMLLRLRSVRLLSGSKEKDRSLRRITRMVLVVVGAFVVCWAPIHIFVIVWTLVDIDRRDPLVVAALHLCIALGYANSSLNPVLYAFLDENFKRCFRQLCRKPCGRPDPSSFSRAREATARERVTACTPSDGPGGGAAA
# PfHsp90 set2 – reduces growth (ATP signal) of yeast expressing P. falciparum Hsp90 | S. cerevisiae expressing PfHsp90, BacTiter-Glo ATP, 48 h; yeast lacking PDR1 and PDR3 efflux regulators | inhibition, % at 9.4 µM | 310,000 tested, 0.32% active | AID 504621;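 active = every replicate shows inhibition above about 80%, whatever the replicate mean, limit read from the data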;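 note: 0% = DMSO neutral controls and 100% = 20 µM radicicol positive controls; yeast relying on Plasmodium falciparum Hsp90 in place of its own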
# MOR-DOR inv ag – mu-delta opioid heterodimer inverse agonism; P35372+P41143; cell-based MOR-DOR heterodimer luminescence; inhibition, % at 9.3 µM; 340,000 tested, 0.21% active; AID 504357; in the data active = inhibition above about 22%, passing the limit was not always enough;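 note: 0% = cells with DMSO and 100% = wells without cells with DMSO; values of inactives mirror those of a sister screen read the other way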
# Tat transport – E. coli Tat transport inhibition; E. coli MC4100 TorA-mCherry Tat export, fluorescence; inhibition, % at 10 µM; 340,000 tested, 0.036% active; AID 488895;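 active = mean replicate inhibition at least 50% and at least half of replicates individually reaching 50%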;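 note: exported cargo escapes ClpAP degradation while cytoplasmic cargo is degraded and loses fluorescence; 0% = median of neutral control wells and 100% = median of NaSCN control wells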
# Arrestin-AP2 inh – inhibitors of human beta-arrestin and AP2 interaction; FITC-arrestin peptide / GST-AP2 beads, flow cytometry; AP2 beta2 appendage carries R879A mutation; 340,000 tested, 0.31% active; inhibition, % at 10 µM;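 active = inhibition above a set limit, near 3 SD of compounds lacking own fluorescence, cut at about 54% in these data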;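 note: plate controls were DMSO wells for no effect and 5 µM unlabelled arrestin peptide for full effect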
#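 Assay system: GST-AP2 R879A bound to glutathione beads, E. coli-expressed; Medium: PBS with 0.05% Tween 20 and 0.1% BSA; Also added: fluorescein-tagged arrestin peptide at 50 nM final; Timing: 12 min plus 1 h, RT; Measured by: flow cytometry, FL1 (488/535 nm); Evaluation: percent drop in bead-associated FITC signal.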
# Ecoli viability – reduces bacterial viability in AddAB counter-screen. E. coli V3065 growth, OD600 absorbance, 18 h. 330,000 tested, 0.27% active. inhibition, % at 11.9 µM;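 active = inhibition above the campaign's mean inhibition across all tested compounds plus 3 SD, cut at about 9.9% in these data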;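 note: uninfected addAB+ strain grown without phage in ampicillin broth; 0% = DMSO wells and 100% = ciprofloxacin 0.95 µg/ml wells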
# * hit, by the source's call; x = not tested or not shown; & = joins results of further samples.
SMILES,AddAB inh,Mot1-301 SUMO,phage Ecoli inh,PKA-R1A act,DSG3 Ab inh,MOR-DOR ag,PfHsp90 set2,MOR-DOR inv ag,Tat transport,Arrestin-AP2 inh,Ecoli viability
O=C(/C=N/O)NCCN1CCCCC1,3.1,-21,1.4,-7,100,0.1,11,-1,1,6,-1.3
CC(=O)NC(=S)Nc1ccc(NC(=O)COc2ccc(Cl)cc2Cl)cc1,-1.6,9,3.8,-3,x,8.2,-15,-52,5,-6,-2.5
Cc1nn(C)c(Cl)c1/C=C/C(=O)O,-0.9,9,3.1,x,102,x,13,x,-1,2,-1.3
Oc1ccc(NC(=S)Nc2ccccc2)cc1,-2.5&2.6,78&-8,-2.1&2.5,1&1,103&106,0.1&0.2,6&2,0&-1,2&-5,12&-5,-0.9&0.1
CCC(C)(C)NC(=O)C(c1sccc1C)N(Cc1ccco1)C(=O)c1csnn1 (stereo not drawn),2.5,23,2.0,-1,104,-0.2,-7,1,13,0,-1.0
O=C(c1ccccc1-c1nc2ccccc2[nH]1)N1CCOCC1,4.5,-5,0.4,-13,106,-2.6,-1,11,-4,5,3.5
CN(C)CC(=O)Nc1ccc(Oc2ccc(Cl)cc2)cc1,1.6,24,2.0,-2,83,-1.2,3,6,8,-6,-1.5
CC(=O)NC(Cc1cccc(F)c1)C(=O)NC1CCN(C(=O)Nc2ccccc2)CC1 (stereo not drawn),0.4,5,2.6,-1,x,0.2,-14,-1,1,32,1.1
O=C(NC1CC1)C1=C[C@@H](c2ccc(Br)cc2)C[C@@H](OCc2ccc(CO)cc2)O1,2.8,90,3.3,-4,104,-3.5,4,20,-1,-4,-1.5
Cc1nc(S/C(=C/c2ccc(-c3ccc(Cl)cc3)o2)C(=O)O)n[nH]1,1.7,16,2.1,-8,94,2.2,-7,-12,2,9,-0.2
Cc1ccccc1-n1c(SCC(=O)NCC2CCCO2)nnc1-c1ccncc1 (stereo not drawn),-4.0,-20,2.4,-6,128,-0.8,-2,4,2,-13,-0.4
CCOC(=O)C1=CN(Cc2ccco2)S(=O)(=O)NC1c1ccc(C(F)(F)F)cc1 (stereo not drawn),-1.4,x,0.3,-5,102,-0.6,-2,3,-1,8,1.1
COc1ccccc1NC(=O)NCC(=O)Nc1ccc(F)c(F)c1,1.6,-5,3.6,6,102,-0.3,-9,1,7,-2,-0.1
O=C1NC2=C(C(=O)OC2)C(c2ccc(OC(F)(F)F)cc2)N1 (stereo not drawn),-3.6,-4,-2.9,0,98,0.1,-4,0,-2,1,-3.0
CC(C)Sc1nc(SCC(=O)NCc2ccco2)c2c3c(sc2n1)COC(C)(C)C3,0.5,1,-0.5,-7,108,-2.7,-18,16,-4,-3,1.5
O=C1CC(c2ccc(OCCCCCOc3ccc(C4CC(=O)NC4=O)cc3)cc2)C(=O)N1 (stereo not drawn),2.2,53,3.5,-14,106,5.2,4,-27,1,-14,0.2
COc1ccccc1CNC(=O)CCn1c(=O)sc2ccccc21,2.0,65,-1.6,3,84,0.0,2,0,-2,2,2.7
COCCCn1cc(C(=O)c2cc(OC)ccc2OCC(=O)N2CCCCC2C)cc(C#N)c1=O (stereo not drawn),2.5,12,2.1,-14,96,-2.6,-32,15,1,-6,-0.6
CCCCCOC(=O)C1=C(C)NC(=O)NC1c1ccc([N+](=O)[O-])cc1 (stereo not drawn),4.5,-7,1.7,1,114,4.2,0,-21,-9,12,1.4
CC1(C)CC(=O)c2cc(OCC(=O)NCCN3CCCc4ccccc43)ccc2O1,0.9,469,2.4,-11,104,2.8,x,-15,6,10,0.2
COc1ccc(S(=O)(=O)Nc2cccc(C)n2)c2ccccc12,1.9,0,1.4,-5,107,-1.7,18,7,7,6,2.2
COC(=O)N1CN(C(=O)OC)CN(C(=O)OC)C1,0.0,16,0.5,-9,103,-1.3,20,7,-11,3,0.0
O=C(N=Nc1c(O)[nH]c2ccc(Cl)cc12)c1cc(-c2cccs2)nc2ccccc12,5.0,19,3.4,-18,96,-0.8,-2,4,6,6,0.2
COc1ccc(S(=O)(=O)N(C)CC(=O)NC2CCCC2)cc1OC,-1.1,-5,0.4,1,103,-3.9,-5,20,2,-1,-1.8
O=C(c1cc(-c2ccc3c(c2)OCO3)on1)N1CCCCC1,0.8,83,2.8,0,97,0.1,13,-1,-3,20,0.1

# Additional results.
SMILES,AddAB inh,Mot1-301 SUMO,phage Ecoli inh,PKA-R1A act,DSG3 Ab inh,MOR-DOR ag,PfHsp90 set2,MOR-DOR inv ag,Tat transport,Arrestin-AP2 inh,Ecoli viability
O=C(c1ccco1)N1CCN(C(=O)C2CCCO2)CC1 (stereo not drawn),3.6,142,1.7,3,99,-1.9,-22,11,1,-2,-0.1
O=C(CCc1ccccc1)N=C1SC2CS(=O)(=O)CC2N1c1ccccc1F (stereo not drawn),3.4,11,3.2,-2,110,-3.0,39,15,0,-2,2.5
CC(C)(C)C(=O)Nc1ccc(F)cc1[N+](=O)[O-],0.3,-14,2.0,-7,104,0.9,12,-5,-1,18,-1.7
CCOC(=O)C1CCCN(C(=O)Cn2nc(C)c3c(C)n(-c4ccccc4)nc3c2=O)C1 (stereo not drawn),3.6,-15,1.8,1,101,-0.5,7,2,-1,8,-0.2
COc1ccc(S(=O)(=O)NCCC(=O)OCC(=O)NC2CC2)cc1,-0.2,-9,1.6,4,116,-1.8,33,9,8,18,-1.9
COCc1cc(OC)nc(-c2csc(C)n2)n1,-3.3,12,1.0,1,107,-2.4,-8,13,4,-1,-0.3
COc1ccccc1NC(=O)c1ccc(N2CC3CC(C2)c2cccc(=O)n2C3)c(NC(=O)c2ccncc2)c1 (stereo not drawn),1.3,-6,-0.8,-6,105,-3.0,-13,15,-4,13,0.7
O=C(COC(=O)c1sc2cc(F)ccc2c1Cl)Nc1ncc(Cl)cc1Cl,-0.9,11,2.7,6,81,0.0,-10,0,12,-1,-1.6
COc1ccc(CCNC(=O)c2ccn[nH]2)cc1OC,5.9,134,1.9,-3,x,-1.5,-8,6,1,12,0.0
Cc1cccc(CNc2ncnc3ccc(-c4ccccc4Cl)cc23)c1,0.9,-7,2.4,0,104,-1.4,-7,8,5,-5,-1.8
CN1CCN(C(=O)Cn2c(=O)oc3cc(S(=O)(=O)NCc4ccccc4)ccc32)CC1,1.9,0,0.1,-4,103,-3.3,-14,17,1,5,-0.5
O=C(Nc1cc(S(=O)(=O)N2CCCC2)ccc1OCC(F)(F)F)c1ccccc1F,-0.5,-3,4.1,6,95,-0.3,16,2,5,3,-4.1
N#CC1=C(SCC(N)=O)NC(=O)CC1c1ccccc1Cl (stereo not drawn),2.2,613*,1.6,-3,97,-2.3,-10,12,-5,5,1.9
O=C(O)c1cc(N/N=C/c2c(O)ccc3ccccc23)ccc1Cl,1.7,31,0.5,5,102,-1.1,-56,6,-3,2,1.3
CCOc1[nH]n(-c2ccc(Cl)cc2)c(=O)c1C=Nc1ccc(O)cc1,-1.2,11,1.0,-5,111,1.7,x,-10,-5,-4,-1.3
Cc1cc(N2C(=O)c3ccc(C(=O)Nc4ccccc4O)cc3C2=O)no1,0.5,3,0.6,11,107,-3.9,-20,13,13,-3,1.0
COc1ccc(C(=O)NC(=S)Nc2ccc(CN3CCOCC3)cc2)cc1,0.4,2,0.8,x,90,x,-15,x,-24,9,-0.2
CC(CNC(=O)c1cncc(O)c1)NC(=O)c1cncc(O)c1 (stereo not drawn),-2.1,-5,-1.4,-8,103,-0.3,-2,2,-8,19,1.1
CCOc1ccc(NC(=O)COc2ccccc2)c([N+](=O)[O-])c1,0.3,5,2.3,-1,109,3.9,x,-19,-3,22,0.4
O=C(C=Cc1ccco1)c1cc(Cl)ccc1O,x,x,0.8,-8,117,3.2,2,-16,7,-4,x
O=C(CCC(=O)N1CCOc2ccccc21)NCCc1ccccc1,0.9,9,1.5,2,101,-1.3,-4,8,-6,6,-0.9
COc1c(S(=O)(=O)NCCCN2CCOCC2)ccc(Cl)c1Cl,-1.5,30,1.0,-4,96,-2.0,-26,11,7,4,2.0
CCOC(=O)c1sc(N/N=C/c2cc(Br)c(O)c(OC)c2)nc1C,1.5,-15,-0.9,-12,106,2.9,-22,-14,-3,-11,-0.5
O=C(O)CCCNC(=O)c1nn(Cc2ccccc2)c(=O)c2ccccc12,1.8,1,3.1,-5,x,-0.9,-2,6,2,-9,-0.3
Nn1cnc2scc(-c3ccc(Cl)cc3)c2c1=O,1.6,4,3.9,-1,93,-2.4,2,11,2,3,-0.2
COc1ccc(-c2nnc(SCC(=O)Nc3nc4ccccc4s3)n2C)cc1,x,x,0.2,3,105,-1.1,-27,6,8,-3,x
COc1ccc(NC(=O)Nc2cccc(NC(C)=O)c2)c(OC)c1,4.7,-13,3.0,-1,102,-6.3,6,30,-2,6,0.6

# Eight compounds out of the list, sorted by heavy-atom count, descending:
SMILES,AddAB inh,Mot1-301 SUMO,phage Ecoli inh,PKA-R1A act,DSG3 Ab inh,MOR-DOR ag,PfHsp90 set2,MOR-DOR inv ag,Tat transport,Arrestin-AP2 inh,Ecoli viability
CN1CCN(C(=O)Cn2c(=O)oc3cc(S(=O)(=O)NCc4ccccc4)ccc32)CC1,1.9,0,0.1,-4,103,-3.3,-14,17,1,5,-0.5
O=C(CCc1ccccc1)N=C1SC2CS(=O)(=O)CC2N1c1ccccc1F (stereo not drawn),3.4,11,3.2,-2,110,-3.0,39,15,0,-2,2.5
O=C(O)CCCNC(=O)c1nn(Cc2ccccc2)c(=O)c2ccccc12,1.8,1,3.1,-5,x,-0.9,-2,6,2,-9,-0.3
COc1ccc(NC(=O)Nc2cccc(NC(C)=O)c2)c(OC)c1,4.7,-13,3.0,-1,102,-6.3,6,30,-2,6,0.6
CCOc1ccc(NC(=O)COc2ccccc2)c([N+](=O)[O-])c1,0.3,5,2.3,-1,109,3.9,x,-19,-3,22,0.4
COc1ccc(CCNC(=O)c2ccn[nH]2)cc1OC,5.9,134,1.9,-3,x,-1.5,-8,6,1,12,0.0
Nn1cnc2scc(-c3ccc(Cl)cc3)c2c1=O,1.6,4,3.9,-1,93,-2.4,2,11,2,3,-0.2
O=C(C=Cc1ccco1)c1cc(Cl)ccc1O,x,x,0.8,-8,117,3.2,2,-16,7,-4,x

# High-throughput results (PubChem BioAssay)
